Dyrk1A ADPGlo: rat Dyrk1A kinase inhibitors, primary screen, biochemical, single point, plate reader; ADP-Glo luminescence, NFATc1 peptide; inhibition, % at 12.5 µM; actives 0.43% (n = 310,000); AID 504441, 2011; in the data active means inhibition above about 50%;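 further: plate controls were vehicle with enzyme for no effect and no enzyme for full effect; many of its hits are not listed in these tables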
KCNK3 inh: human KCNK3 channel inhibitors, primary screen, CHO cells, FluxOR thallium flux, B-score; FluxOR fluorescence; stronger effect = lower value; B-score at 10 µM; AID 602410, 2012; actives 0.84% (n = 340,000);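 active means B-score under library mean minus 4 SD, starting fluorescence ratio at most library mean plus 5 SD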;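 further: more negative B-score means stronger inhibition of thallium flux through KCNK3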
TMEM16A act: TMEM16A chloride channel activators or potentiators, primary screen, cell-based, HTS; Anoctamin-1 (Mus musculus), Q8BHY3; AID 623877, 2012; B-score at 10 µM; actives 0.3% (n = 340,000); HEK293 TMEM16A/YFP-H148Q/I152L, iodide quench fluorescence; stronger effect = lower value;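 active means fluorescence-ratio B-score plate-corrected deviation score at least 3 library SD below zero, with starting fluorescence score within 5 deviations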;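 further: channel opened by trigger with iodide after compound preincubation; score built on the fluorescence ratio of max minus min over baseline; more negative score means more quench and so TMEM16A activation or potentiation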
Target sequence (Q8BHY3 whole entry, looked up): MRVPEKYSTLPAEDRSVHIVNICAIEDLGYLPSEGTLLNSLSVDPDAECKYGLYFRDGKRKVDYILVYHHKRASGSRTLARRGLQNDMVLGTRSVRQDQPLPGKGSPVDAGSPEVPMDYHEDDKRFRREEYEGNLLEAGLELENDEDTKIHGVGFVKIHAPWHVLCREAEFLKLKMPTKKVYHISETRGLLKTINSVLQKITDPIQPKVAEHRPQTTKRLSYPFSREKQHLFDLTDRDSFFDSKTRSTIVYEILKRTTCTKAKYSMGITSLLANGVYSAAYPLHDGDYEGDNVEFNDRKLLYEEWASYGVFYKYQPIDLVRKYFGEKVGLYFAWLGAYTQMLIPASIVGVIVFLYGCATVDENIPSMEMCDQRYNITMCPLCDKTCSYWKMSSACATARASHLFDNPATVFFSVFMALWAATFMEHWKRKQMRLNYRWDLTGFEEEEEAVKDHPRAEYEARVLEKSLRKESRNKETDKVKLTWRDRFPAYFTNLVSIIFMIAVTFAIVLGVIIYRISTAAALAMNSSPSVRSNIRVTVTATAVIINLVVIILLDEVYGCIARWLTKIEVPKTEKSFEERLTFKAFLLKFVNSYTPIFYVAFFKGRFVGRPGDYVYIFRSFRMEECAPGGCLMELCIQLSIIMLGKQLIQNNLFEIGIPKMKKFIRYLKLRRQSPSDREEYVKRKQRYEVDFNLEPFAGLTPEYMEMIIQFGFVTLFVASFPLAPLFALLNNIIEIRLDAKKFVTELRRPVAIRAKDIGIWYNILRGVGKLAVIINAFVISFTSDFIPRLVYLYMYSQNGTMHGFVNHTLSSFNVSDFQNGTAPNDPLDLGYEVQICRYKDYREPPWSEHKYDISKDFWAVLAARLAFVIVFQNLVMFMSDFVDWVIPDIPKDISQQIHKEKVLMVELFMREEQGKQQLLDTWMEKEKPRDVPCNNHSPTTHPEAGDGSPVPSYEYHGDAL
Numbers without * were called inactive; i = inactive. Some of the compounds tested (hit frequency here may not be typical).

Start of the data: the first 5 records, ahead of the listing:
SMILES	Dyrk1A ADPGlo	KCNK3 inh	TMEM16A act
O=S1(=O)CCC(NC(=S)SCc2ccccc2Br)C1 (stereo not given)	-3.0	i	i
CC12CCC(C(NC(=S)NN)C1=O)C2(C)C (stereo not given)	5.0	i	i
CCc1c(C)[nH]c2ccc(OC)cc2c1=S	2.1	i	i
Nc1ccccc1-c1ccc([N+](=O)[O-])cc1	2.5	i	i
COc1cc2c(cc1OC)CN(C(=O)CN1C(=O)NC3(CCCCC3C)C1=O)CC2 (stereo not given)	4.0	i	i

The listing, previewed entries included:
SMILES	Dyrk1A ADPGlo	KCNK3 inh	TMEM16A act
O=S1(=O)CCC(NC(=S)SCc2ccccc2Br)C1 (stereo not given)	-3.0	i	i
CC12CCC(C(NC(=S)NN)C1=O)C2(C)C (stereo not given)	5.0	i	i
CCc1c(C)[nH]c2ccc(OC)cc2c1=S	2.1	i	i
Nc1ccccc1-c1ccc([N+](=O)[O-])cc1	2.5	i	i
COc1cc2c(cc1OC)CN(C(=O)CN1C(=O)NC3(CCCCC3C)C1=O)CC2 (stereo not given)	4.0	i	i
COc1cc(/C=C/C(=O)OCC(=O)NCCc2ccc(S(N)(=O)=O)cc2)ccc1OCC#N	-3.3	i	i
O=C(NC1CCCCC1)c1csnn1	0.1	i	i
c1ccc2c(c1)ccc1ccccc12	2.2	i	i
Cc1ccc(S(=O)(=O)N(C)c2ccc(OC(C)C(=O)N(C)c3ccccc3)cc2)cc1 (stereo not given)	-12.6	i	i
O=C(NNc1ccccc1)c1ccccc1	6.2	i	i
CC1CN(C(=S)Nc2ccccc2)C(C)CN1C=O (stereo not given)	4.5	i	i
CCOc1ccc(OCCNC(=O)c2cc(C3CC3)nc3c2cnn3C(C)C)cc1	9.9	-8.9*	i
CCN1C[C@@H]2[C@@H]3C(=O)N(C)C(=O)[C@@H]3[C@](C)(C1=O)N2C(=O)c1ccc(Cl)c(Cl)c1	-2.7	i	i
Cc1coc(=N)n1CC(=O)c1ccc(Cl)cc1	-3.5	i	i
CC[C@]12c3[nH]c4ccc(OC)cc4c3CCN1C(=O)C(CC(=O)NCCc1ccccn1)C[C@@H]2C(=O)N1CCN(C(=O)c2ccco2)CC1 (stereo not given in full)	-3.7	i	i
Cc1cc(Cl)ccc1OCC(=O)OCC(=O)Nc1cccnc1Cl	-3.6	i	i
O=S(=O)(Cc1ccccc1)N1CCN(Cc2c(F)cccc2Cl)CC1	-2.5	i	i
COc1ccc(C2c3cc4c(cc3OC(N3CCOCC3)C2C)OCO4)c(OC)c1 (stereo not given)	-2.2	i	i
O=C(NC(=S)N1CCCCC1CO)c1cc(Br)ccc1Cl (stereo not given)	6.7	i	i
CCOC(=O)/C=C1\CC(C(=O)OCC)Oc2c(OC)cccc21 (stereo not given)	-0.1	i	i

The last 2 compounds of the part above lead into the next.
SMILES	Dyrk1A ADPGlo	KCNK3 inh	TMEM16A act
O=C(NC(=S)N1CCCCC1CO)c1cc(Br)ccc1Cl (stereo not given)	6.7	i	i
CCOC(=O)/C=C1\CC(C(=O)OCC)Oc2c(OC)cccc21 (stereo not given)	-0.1	i	i
O=C1C(F)=CC(COC(c2ccccc2)(c2ccccc2)c2ccccc2)OC1n1cc(F)c(=O)[nH]c1=O (stereo not given)	0.5	i	-13.5*
CCOC(=O)/C=c1/s/c(=C/c2ccc3cc(OC)ccc3c2)c(=O)n1CC(=O)NCC1CCCO1 (stereo not given)	11.7	i	i
CSc1ccc(CN(C)C(=O)c2ccc(S(=O)(=O)Nc3c(C)n(C)n(-c4ccccc4)c3=O)cc2)cc1	5.8	i	i
CN(CC(=O)Nc1ccc(F)c(F)c1F)C(=O)c1cc(S(=O)(=O)N(C)C)ccc1N1CCCC1	6.3	i	i
COc1cccc(CC(O)CC2c3c(cc4c(c3OC)OCO4)CCN2C)c1 (stereo not given)	-0.7	i	i
C#CCOCCOCCOCCNc1nc(N2CCOCC2)nc(N2CCN(C(=O)Cn3cc(CCCCN)nn3)CC2)n1	-0.6	i	i
CCN(C(C)=O)c1cnc(C=NNC(N)=S)c2ccccc12	5.0	i	i
O=c1c2ccccc2nnn1-c1ccccc1	-0.8	i	i
COc1cc(NC(=O)c2ccccc2)c(OC)cc1NC(=O)CN1C(=O)N(C)C2(CCCCC2)C1=O	17.8	i	i
CC(=O)CCc1ccc(OCC(=O)Nc2cccc(S(=O)(=O)N(C)c3ccccc3)c2)cc1	3.2	i	i
Cc1cccc(NC(=O)CN(CC2CCCO2)C(=O)c2ccc(S(C)(=O)=O)cc2)c1C (stereo not given)	-1.5	i	i
COc1ccccc1C=NN=C1c2ccccc2-c2ccccc21	-0.5	i	i
COc1ccc(C2C(=O)NN=C2C)cc1 (stereo not given)	20.3	i	i
COC(=O)c1ccc(OC)c(CSc2nnc(-c3ccc(C)cc3)o2)c1	4.0	i	i
CCOc1ccc(NC(=O)c2cccc(NC(C)=O)c2)cc1S(=O)(=O)N1CCCC1	3.1	i	i
Cc1ccc(C(=O)NNC(=O)COC(=O)COc2ccccc2C#N)cc1	-4.5	i	i
C=CCOc1ccc(/C=C/C(=O)N2CCCN(S(=O)(=O)c3c(C)noc3C)CC2)cc1	-2.0	i	i
S=c1nn[nH]c2ccccc12	0.3	i	i
CCOC(=O)/C=c1/s/c(=C/c2ccc3cc(OC)ccc3c2)c(=O)n1CC(=O)NCc1ccc2c(c1)OCO2	0.7	i	i
C[C@H](CO)N1C[C@H](C)[C@@H](CN(C)S(=O)(=O)c2ccccc2)Oc2c(NC(=O)C3CC3)cccc2C1=O	-4.7	i	i
O=C(O)CC/C(=N\Nc1ccc(S(=O)(=O)N2CCCC2)cc1[N+](=O)[O-])c1cccs1	-4.8	i	i
CC(Sc1nnc(-c2ccco2)n1N)C(=O)NCc1ccc2c(c1)OCO2 (stereo not given)	-7.2	i	i
Cc1cc2nnc(SCc3ccc4c(c3)OCO4)n2c2ccccc12	-3.4	i	i
Cc1cccc(Nc2nnc(SCC(O)=C(C#N)c3nc4ccccc4[nH]3)s2)c1	3.5	i	i
NC(=O)CCC(NC(=O)c1ccc(Cl)cc1)C(=O)NCCc1ccc2c(c1)OCCO2 (stereo not given)	8.2	i	i
CC(Sc1nnc2n1CCCCC2)C(=O)Nc1ccc(S(N)(=O)=O)cc1 (stereo not given)	-1.1	i	i
O=C1C=CC(=O)N1c1ccc2c(c1)C(NC(=O)C(F)(F)F)c1ccccc1-2 (stereo not given)	-4.2	i	i
COc1ccc(Cl)cc1NC(=O)CN(C)C(=O)c1cc2c(s1)CCCC2	2.6	i	i
O=C(O)C(CCC(C(=O)O)c1ccccc1)c1ccccc1 (stereo not given)	6.5	i	i
Cc1ccc(N(C)S(=O)(=O)c2cccc(C(=O)N(C)Cc3cnn(-c4ccccc4)c3)c2)cc1	7.7	i	i
COc1nc(NC2OC(CO)C(O)C(O)C2O)c(N)c(=O)[nH]1 (stereo not given)	4.6	i	i
CN1C(=O)NC(=O)C1c1ccccc1 (stereo not given)	-3.4	i	i
CCOc1ccc(OCC(=O)OCC(=O)Nc2ccc3[nH]c(=O)[nH]c3c2)cc1	0.6	i	i
O=C1CCN(Cc2ccccc2)C(=O)N1	6.4	i	i
C[C@H](CO)N1C[C@H](C)[C@@H](CN(C)S(=O)(=O)c2ccc(F)cc2)Oc2c(NC(=O)c3ccncc3)cccc2C1=O	7.4	i	i
O=C(c1cccc(-n2cccc2)c1)N1CCN(S(=O)(=O)c2ccccc2Br)CC1	3.0	i	i
Cc1ccc(C(=O)C2CC2)cc1C	3.5	i	i
CC(OC(=O)CNC(=O)c1ccccc1)C(=O)Nc1ccc(S(=O)(=O)N2CCOCC2)cc1 (stereo not given)	12.7	i	i
O=[N+]([O-])c1ccc(S(=O)(=O)NN=Cc2ccc3c(c2)OCO3)cc1	-0.2	i	i
CCN(C(=O)COC(=O)CCCOc1ccc(Cl)cc1C)c1c(N)n(Cc2ccccc2)c(=O)[nH]c1=O	3.1	i	i
N=NC(=O)c1ccccc1Nc1c(O)[nH]c2ccccc12	-2.6	i	i
O=C1C=CC(=Nc2ccc3c(c2)Cc2cc(F)ccc2-3)O1	0.9	i	i
COc1ccccc1C=NN1C(=O)CSC1=S	2.3	i	i
O=C1CCC(=O)c2ccc3c4c(ccc1c24)CC3	24.0	i	i
O=C(COC(=O)CC1CCCC1)Nc1ccc(Cl)cc1	13.3	i	i
CCOC(=O)C(Cc1ccc(O)c([N+](=O)[O-])c1)N1C(=O)c2ccccc2C1=O (stereo not given)	8.4	i	i
N#CC(=C(O)CN1CCN(c2ccccc2F)CC1)c1nc(-c2ccc(Cl)cc2)cs1	0.2	i	i
CC(=O)c1cc(Cl)ccc1OCC(=O)NC1CCCC1	20.4	i	i
CC(=O)Nc1ccc2c(c1)Cc1c-2cc(Br)c(N)c1Br	-2.4	i	i
CC1CCC2(CC1)NC(=O)N(NC(=O)c1ccc(OC(C)C)cc1)C2=O (stereo not given)	-2.3	i	i
Cc1ccc(NC(=O)CN2CCN(C(=O)c3ccco3)CC2)cc1S(=O)(=O)N(C)C	-2.8	i	i
Nc1ccc2c(c1)Cc1cc(N)c(Cl)cc1-2	-0.8	i	i
CO[C@@]12[C@@H]3N[C@@H]3CN1C1=C(C(=O)C(N)=C(C)C1=O)[C@@H]2COC(N)=O	2.1	i	i
CCC(C)c1ccc(S(=O)(=O)N2CCN(C(=O)c3ccc(Cl)c(S(=O)(=O)N4CCOCC4)c3)CC2)cc1 (stereo not given)	0.9	-9.65*	i
Cc1cc2ccccc2nc1-c1ccccc1F	-1.7	i	i
NC(=O)C(CCCCN1CCCCC1)(c1ccccc1)c1ccccc1	-1.6	i	i
CCN(CC(=O)NCc1cccs1)C(=O)c1ccc(S(=O)(=O)Nc2ccccc2OC)cc1	-9.4	i	i
O=C(CN1CCN(S(=O)(=O)c2ccc(F)c(F)c2)CC1)Nc1ccccc1C(=O)NC1CC1	2.4	i	i
Cc1c(C)[n+](=O)c(C)c(C)n1[O-]	-2.1	i	i
O=C1NN(c2ccc(Cl)cc2)C(=O)/C1=C\c1ccc(-c2cccc(C(=O)O)c2)o1	3.8	i	i
Further compounds follow.
SMILES	Dyrk1A ADPGlo	KCNK3 inh	TMEM16A act
CC1CCCC(NC(=O)CN2C(=O)NC(C)(c3ccccc3)C2=O)C1C (stereo not given)	2.0	i	i
CN(c1ccccc1)S(=O)(=O)c1cccc(NC(=O)COc2ccccc2)c1	-2.1	i	i
O=C(CNC(=O)c1cccc(S(=O)(=O)N2CCc3ccccc32)c1)Nc1ccc(F)c(F)c1F	12.1	i	i
O=C(CSc1n[nH]c(=O)n1C1CC1)Nc1ccc(F)c([N+](=O)[O-])c1	1.2	i	i
COC(=O)C1CCN(CC(=O)Nc2ccc(C(=O)Nc3ccccc3OC)cc2)CC1	5.7	i	i
COc1ccc(NC(=O)CN(C)CC(=O)N2CCCCCC2)cc1	0.9	i	i
CCOc1ccc(NC(=O)c2ccc(NC(=O)c3ccccc3Br)cc2)cc1	7.0	i	i
C=CCSc1nc2sc3c(c2c(=O)[nH]1)CC(C)(C)OC3	-3.8	i	i
COc1ccc(NS(=O)(=O)N2CCCCC2)cc1	5.6	i	i
Nc1nc(SCc2ccccc2)c2ncn(C3CCCCC3)c2n1	-4.8	i	i
CCC1(c2ccccc2)NC(=O)N(CC(=O)NNC(=O)c2ccc(F)cc2)C1=O (stereo not given)	1.6	i	i
O=C(/C=C/c1ccccc1)CC(=O)c1ccccc1	-1.0	i	i
COc1cc(NC(=O)COC(=O)c2ccc3ccccc3n2)cc(OC)c1	5.4	i	i
CCOC(=O)C1=CN(Cc2ccco2)S(=O)(=O)N(CC)C1c1ccc(F)c(Cl)c1 (stereo not given)	-4.4	i	i
COc1ccc(OC)c(/C=C/c2ccnc3ccccc23)c1	-1.4	i	i
O=C(NCC1CCCO1)c1cn(Cc2ccccc2Cl)nc1-c1ccccc1 (stereo not given)	7.9	i	i
CSc1ccccc1NC(=O)COC(=O)CCCOc1ccc(C)cc1	-1.3	i	i
COc1ccc(C)cc1NC(=O)CN1c2cccc3cccc(c23)S1(=O)=O	1.7	i	i

Reformatted as comma-separated lines: part of the list above.
Molecule,Dyrk1A ADPGlo,KCNK3 inh,TMEM16A act
CCOc1ccc(NC(=O)c2ccc(NC(=O)c3ccccc3Br)cc2)cc1,7.0,i,i
C=CCSc1nc2sc3c(c2c(=O)[nH]1)CC(C)(C)OC3,-3.8,i,i
COc1ccc(NS(=O)(=O)N2CCCCC2)cc1,5.6,i,i
Nc1nc(SCc2ccccc2)c2ncn(C3CCCCC3)c2n1,-4.8,i,i
CCC1(c2ccccc2)NC(=O)N(CC(=O)NNC(=O)c2ccc(F)cc2)C1=O (stereo not given),1.6,i,i
